# Compound activity as filed in PubChem.
# RBBP9 inhibitor – blocks human serine hydrolase RBBP9 | O75884 | recombinant RBBP9, FP-Rh probe fluorescence polarization | inhibition, % at 7.94 µM | 220,000 tested, 0.2% active | AID 1515;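 active = inhibition above the campaign mean of all tested compounds plus 3 SD, cut at about 14% in these data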;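 note: plate controls were DMSO wells with RBBP9 for no effect and wells lacking RBBP9 protein for full effect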
# Target sequence (O75884 whole entry, looked up): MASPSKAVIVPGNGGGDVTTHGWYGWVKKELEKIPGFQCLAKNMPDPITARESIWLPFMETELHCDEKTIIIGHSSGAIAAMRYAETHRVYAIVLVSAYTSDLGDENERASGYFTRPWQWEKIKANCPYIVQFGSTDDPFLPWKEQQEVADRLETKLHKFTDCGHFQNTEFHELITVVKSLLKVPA
#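 system = RBBP9 protein | input = RBBP9 at 2.5 µM in dispensed solution, before mixing | measured by = fluorescence polarization (mP), excitation 525 nm, emission 598 nm | incubation = enzyme-compound preincubation 30 min, then probe labeling 45 min, 25 °C | buffer or medium = Tris-NaCl-Pluronic buffer, pH 8.0 | compound = single dose 7.94 µM | also added = FP-Rh probe, 375 nM dispensing solution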
# NPY-Y2 PAM-ag – potentiators or agonists of human neuropeptide Y receptor Y2. activation, % at 3.6 µM. cells expressing NPY-Y2, potentiator/agonist read-out. 220,000 tested, 0.45% active. P49146; in the data active = activation above about 27%;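 note: cells stimulated with NPY near EC25 plus isoproterenol at EC100; 0% = vehicle plus submaximal agonist and 100% = vehicle plus saturating agonist; some results beyond the cut were filed as inactive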
# Target sequence (P49146 whole entry, looked up): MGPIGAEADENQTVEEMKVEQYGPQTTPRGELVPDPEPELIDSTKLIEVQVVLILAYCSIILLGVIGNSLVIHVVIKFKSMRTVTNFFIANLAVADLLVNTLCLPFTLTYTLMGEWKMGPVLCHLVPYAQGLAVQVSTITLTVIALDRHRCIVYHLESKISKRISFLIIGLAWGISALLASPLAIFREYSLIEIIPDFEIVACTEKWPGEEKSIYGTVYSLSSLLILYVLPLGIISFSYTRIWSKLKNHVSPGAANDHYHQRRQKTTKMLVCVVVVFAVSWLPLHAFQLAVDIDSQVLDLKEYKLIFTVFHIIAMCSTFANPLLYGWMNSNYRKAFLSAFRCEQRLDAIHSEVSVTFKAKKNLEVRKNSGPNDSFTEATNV
# Ba/F3 V617F tox – lowers viability of Ba/F3 cells expressing EpoR and JAK2V617F; ATP luminescence; inhibition, % at 5.6 µM; 220,000 tested, 1.1% active; AID 1446;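 active = inhibition above the campaign mean plus 3 SD over all tested compounds, cut at about 24% in these data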;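 note: cytokine-independent growth of Ba/F3 cells driven by EpoR plus mutant JAK2; 0% = DMSO-treated cells and 100% = JAK inhibitor I control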
# S1P4 agonist – agonists of human S1P4 receptor | O95977 | S1P4-expressing cell line, agonist reporter assay | activation, % at 4.98 µM | 220,000 tested, 0.35% active; in the data active = activation above about 11%;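 note: 0% = DMSO vehicle and 100% = reference agonist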
# Target sequence (O95977 whole entry, looked up): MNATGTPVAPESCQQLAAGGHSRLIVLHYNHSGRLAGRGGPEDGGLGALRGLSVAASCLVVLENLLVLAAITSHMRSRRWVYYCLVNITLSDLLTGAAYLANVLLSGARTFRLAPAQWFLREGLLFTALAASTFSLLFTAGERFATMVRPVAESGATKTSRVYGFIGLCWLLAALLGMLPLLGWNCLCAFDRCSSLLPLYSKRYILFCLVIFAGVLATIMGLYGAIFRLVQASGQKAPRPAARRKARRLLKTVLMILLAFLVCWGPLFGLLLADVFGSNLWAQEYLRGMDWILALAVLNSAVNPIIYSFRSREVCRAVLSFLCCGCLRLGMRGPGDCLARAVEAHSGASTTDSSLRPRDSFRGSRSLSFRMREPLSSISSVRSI
# BaF3 tox – reduces parental Ba/F3 cell viability, JAK2V617F counter-screen | CellTiter-Glo ATP luminescence | inhibition, % at 5.6 µM | 220,000 tested, 1.1% active;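 active = inhibition above a per-campaign cutoff, the mean inhibition of all tested compounds plus 3 SD, cut at about 27% in these data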;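 note: 0% = DMSO wells and 100% = JAK Inhibitor I control wells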
# S1P4 antag – antagonists of human S1P4 receptor | O95977 | S1P4-expressing cells, antagonist mode, reporter read-out | inhibition, % at 4.98 µM | 220,000 tested, 0.26% active | AID 1510; in the data active = inhibition above about 29%;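 note: 0% = wells stimulated with agonist and 100% = vehicle wells without agonist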
# NPY1 pot ag – human NPY-Y1 potentiation or agonism, primary screen; P25929; NPY-Y1 expressing cells, potentiator/agonist activation; activation, % at 3.6 µM; 220,000 tested, 0.37% active; in the data active = activation above about 33%, passing the limit was not always enough;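 note: cells stimulated with NPY at EC10 then isoproterenol at EC100; 0% = low agonist plus stimulus and 100% = saturating agonist plus stimulus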
# Runt-CBFb FRET – inhibitors of human RUNX1 Runt domain binding to CBFb. Cerulean-Runt/Venus-CBFb FRET ratio 530/480, 1 h. inhibition, % at 20 µM. Q01196+Q13951. 220,000 tested, 0.46% active;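 active = inhibition over about 50% at 20 µM in the single-dose screen, limit read from the data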;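 note: 0% = DMSO wells and 100% = excess unlabeled CBFb competitor control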
#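 Reagent – Venus-CBFb binding partner, 100 nM · Assay system – Cerulean-tagged RUNX1 Runt domain (FRET donor) fusion protein · Input – 100 nM per protein · Incubation – two 1 h room-temperature incubations shielded from light · Measured by – FRET fluorescence · Medium – Tris buffer pH 7.5 with salts and BSA · Benchmarks – unlabeled CBFb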
# NPY Y1 blocker – NPY-Y1 (human) receptor antagonism. P25929. HEK293-CNG Y1 cells, membrane potential fluorescence; NPY at EC95, then isoproterenol. inhibition, % at 3.6 µM. 200,000 tested, 1% active. AID 1040;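 active = inhibition above the campaign mean inhibition of all tested compounds plus 3 SD, cut at about 20% in these data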;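 note: 0% = DMSO wells given NPY plus isoproterenol and 100% = isoproterenol alone without NPY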
#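 System: HEK293 cells with Y1 receptor plus CNG channel / Probe or stimulus: NPY 25 nM then isoproterenol 1 µM plus Ro 20-1724 25 µM / Compound: one concentration, 3.6 µM, in 0.4% DMSO / Schedule: compound incubation 1 h at room temperature, readout 45 min post-stimulation / Measured by: membrane potential fluorescence / Read-out: % inhibition of NPY effect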
# Active calls of the source: *; nt = no result given.
SMILES,RBBP9 inhibitor,NPY-Y2 PAM-ag,Ba/F3 V617F tox,S1P4 agonist,BaF3 tox,S1P4 antag,NPY1 pot ag,Runt-CBFb FRET,NPY Y1 blocker
O=C(c1cnn(-c2ccccc2)c1)c1ccc2ccccc2c1O,2,-6,2,-2.4,5,-16,10,-10,7
CCOc1ccccc1/C=N/NC(=O)c1ccc(Cn2cc([N+](=O)[O-])cn2)o1,-1,-17,-3,-1.5,4,-6,-50,0,5
Cc1cc([N+](=O)[O-])nn1CCCC(=O)Nc1cccnc1Cl,-6,-20,-1,1.1,6,15,5,3,9
Cc1ccccc1-c1nc(CN2CCC(C(=O)NCc3ccco3)CC2)c(C)o1,-2,1,-5,-2.1,-1,-1,-28,0,8
CC(=O)Nc1cccc(C(=O)OCC(=O)NCc2ccc(F)cc2)c1,-12,0,1,0.3,4,-28,-10,-1,0
O=C(CSc1nc2ncccc2[nH]1)NCc1ccccc1,-13,-8,4,1.7,1,-7,-12,1,5
CCOC(=O)N1CCN(C(=S)Nc2ccccc2C(C)C)CC1,-15,7,3,0.3,2,-12,-13,-2,-4
Cc1cc(NC(=NC2CC2)c2ccccc2)n(-c2ccccc2)n1,-2,-5,0,0.2,2,9,7,2,9
COc1cc2c(cc1OC)C1=C(C#N)CCC(=NC(=O)c3ccco3)N1CC2,-4,-3,0,-0.1,3,-1,-25,1,11
Cc1sc2ncnc(SCC(=O)NC(C)(C)C)c2c1C,0,2,-3,1.7,4,-20,5,-1,-1
O=C(c1ccc(Cn2cc(Cl)cn2)o1)N1CCN(Cc2ccc3c(c2)OCO3)CC1,2,-2,8,-0.6,5,2,-19,-2,-7
O=C1N(Cc2cccnc2)C[C@@H]2C[C@@H](c3cccc(OC4CCCC4)c3)N3CCC[C@@]123,-5,3,-1,-0.2,8,1,-20,-4,2
CC(=O)c1ccc(OCC(=O)NC2CCS(=O)(=O)C2)cc1 (configuration not stated),-7,-10,1,3.6,6,-17,-9,0,-2
Cc1cccc(N2CCN(CC(=O)Nc3ccc(-n4cnnn4)cc3)CC2)c1C,-8,-14,-2,-1.7,1,-1,-26,0,-6
O=C(NCCCN1CCOCC1)C(C(=O)NCCCN1CCOCC1)c1ncc(C(F)(F)F)cc1Cl,0,2,-1,-1.4,2,4,3,-1,5
CCOc1ccccc1C1CC(c2ccccc2)Nc2nc(N)nn21 (configuration not stated),1,7,-4,-0.7,8,-2,4,1,2
COc1ccccc1CNc1cc(-c2ccccc2)ccc1OC,-4,6,-2,3.4,1,-33,-23,0,3
CCN(CC)S(=O)(=O)c1ccc(N2C(=O)Nc3ccccc3N2O)cc1,-11,-4,2,-0.4,8,-10,-17,-2,0
O=C(NCCc1c[nH]c2ccccc12)C(=O)NCC1OCCN1S(=O)(=O)c1ccc(Cl)cc1 (configuration not stated),-7,-1,0,1.8,7,-15,-4,-3,10
CCOC(=O)CSc1ncc(-c2ccccc2)cn1,-6,-13,-1,4.7,4,-8,-17,2,2
CN1C(=O)C(N=Nc2ccccc2C(=O)O)N(C)C1=S (configuration not stated),-7,2,2,1.2,8,0,8,-24,-3
O=C(O)c1ccccc1C1Nc2ccccc2C(=O)N1CCCN1CCOCC1 (configuration not stated),-1,-1,3,-0.2,-2,2,-2,0,nt
O=C(CNc1ccc2c(c1)OCO2)N/N=C\c1ccccc1Cl,-6,-9,-1,-0.6,6,-20,-42,12,10
CC1CCCCN1c1nnc(NC(=O)Cn2c(=O)oc3ccccc32)s1 (configuration not stated),7,6,1,-1.5,12,2,-22,2,3
O=C(NCC1CCCO1)c1cc(-c2ccc(Cl)cc2Cl)on1 (configuration not stated),-7,4,-1,0.8,-1,4,0,nt,-1
Cc1ccc(C)c(NC(=S)Nc2ncccc2C)c1,-2,-5,-1,0.5,5,0,-2,13,2
CC(C)OC(=O)c1cc2c(ccn2-c2ccc(F)cc2)n1CC(=O)N1CCN(C(=O)c2ccco2)CC1,8,15,-4,-0.3,-3,-13,29,3,nt
CC(=O)N1N=C(c2ccncc2)OC12CCCCCC2,-5,-16,-4,0.7,4,-23,-3,-3,2
C=CCc1ccc(OCCOc2cccc(/C=N/n3cnnc3)c2)c(OC)c1,-4,-6,-3,-3.6,1,4,-18,nt,2
COc1ccc2nc(NC3=NC(c4ccccc4)CC(=O)N3)nc(C)c2c1 (configuration not stated),-8,-13,1,1.7,6,-30,-35,-1,5
C=CCNC(=O)C1CC1(c1ccccc1)c1ccccc1 (configuration not stated),-4,0,-2,0.7,5,-8,-2,-2,1
Cc1ccc(-c2nc(CSCC(=O)NCCCN3CCOCC3)c(C)o2)cc1,-1,-6,-3,1.2,0,9,-21,-5,1
CCc1nc(N)c(C#N)c(-c2cccnc2)c1C,9,4,1,2.8,4,-6,-6,0,4
O=C(O)c1ccc(CSc2nnc(COc3ccccc3)o2)cc1,3,-11,2,-1.1,7,-5,-8,-1,-2
Nc1nnc(SCc2ccccc2F)s1,0,1,2,0.0,-11,-10,-9,0,nt
Nc1cccc2nc3ccccc3cc12,1,31,41*,2.7,29*,-68,4,20,-1
CC(C)(C)C(=O)N1CCN(c2ccc([N+](=O)[O-])c(NCc3cccnc3)c2)CC1,-1,-12,10,-1.9,19,-10,1,-5,4
Clc1ccccc1CSc1nnc(Cn2cnc3ccccc32)n1-c1ccccc1,-2,-6,-1,3.1,3,0,-8,3,-2
Cc1[nH]nc(SCC(=O)N2CCCCCC2)c1[N+](=O)[O-],-2,-2,1,4.2,6,5,-1,-1,3
CCOC(=O)c1cnc(NCc2ccccc2)nc1C,-4,-9,-2,0.1,4,-2,-11,-3,4
Cc1cc(C(=O)N/N=C/c2cccc([N+](=O)[O-])c2)c2ccccc2n1,1,-2,2,-0.3,9,-36,-29,0,5
CC(CN1CCN(C)CC1)OC(=O)c1ccc(F)cc1 (configuration not stated),-3,-9,10,-1.4,11,-5,1,0,-2
CC1S/C(=C(\C#N)C(N)=O)N(c2ccc(F)cc2)C1=O (configuration not stated),-5,12,0,0.3,2,-8,12,1,1
O=C(CS(=O)(=O)Cc1ccccc1)Nc1ccc2c(c1)OCO2,-3,-6,-3,3.0,2,-14,-2,-2,-5
Cc1[nH]c2ccccc2c1CN1CCC(Cc2ccccc2)CC1,-4,-11,13,-1.9,7,15,-29,-4,15
Cc1ccc(S(=O)(=O)Nc2cccc(C(=O)Nc3cc(C)ccn3)c2)cc1,-11,-21,0,1.9,7,1,-14,0,6
Cc1nc2nc[nH]n2c(=O)c1NS(C)(=O)=O,-3,8,-4,-0.1,0,-9,4,2,1
COc1ccc(O[C@H]2C=C[C@@H](c3ccccc3)O[C@@H]2COC(=O)CC/C(C)=N/O[C@@H](C)c2cn([C@H](CO)Cc3ccccc3)nn2)cc1,2,11,-1,-2.2,-1,19,-1,-6,1
Cc1cccc(C(=O)O/N=C/c2c(N3CCOCC3)n(C)c3ccccc23)c1,-2,-1,-2,0.8,0,-5,-2,0,5
O=C(NCCc1nnc2ccc(NCc3ccc(F)cc3)nn12)c1ccccc1,-3,-11,4,-1.5,8,-7,-12,0,6
COc1ccc(C(C(=O)NC2CCCCC2)N(Cc2cccs2)C(=O)Cc2c[nH]c3ccccc23)cc1OC (configuration not stated),-6,1,0,-0.7,4,-10,2,-4,2
Cc1[nH][nH]c(=O)c1N=Nc1ccccc1Cl,-5,-25,5,-0.6,1,-3,-5,-2,nt
CC(C)N(C(=O)c1ccc(C(=O)Nc2ccc([N+](=O)[O-])cc2)cc1)C(C)C,3,-9,2,-0.9,2,2,-4,2,1
O=C(CCc1ccccc1)NC(=S)Nc1ccccc1Br,-4,-11,-1,0.5,2,-15,0,-2,6
COc1ccc(NC(=O)NCc2ccco2)c(OC)c1,0,-18,-3,0.4,0,-2,-10,-2,-2
Cc1cc(-c2n[nH]c(=S)n2/N=C/c2cccc(O)c2)n[nH]1,-12,-7,-2,-1.2,0,-2,-23,12,nt
COCCn1nnnc1C(c1ccc(OC)c(OC)c1)N1CCN(c2nc3ccccc3s2)CC1 (configuration not stated),-4,-6,5,-1.9,6,-1,9,-2,-2
Brc1ccc(OCCOCCOc2cccc3cccnc23)cc1,-5,-13,-3,0.1,5,-13,2,nt,9
Cc1ccc(-c2nc3ccsc3c(=O)o2)cc1,10,-9,-5,-0.8,1,-17,-1,5,2
O=C(NCCCN1CCCC1=O)c1ccc(OC(F)(F)F)cc1,-5,19,-2,-0.1,-1,5,1,-1,5

# 4 compounds picked at random from the list so far:
SMILES,RBBP9 inhibitor,NPY-Y2 PAM-ag,Ba/F3 V617F tox,S1P4 agonist,BaF3 tox,S1P4 antag,NPY1 pot ag,Runt-CBFb FRET,NPY Y1 blocker
CCOc1ccccc1/C=N/NC(=O)c1ccc(Cn2cc([N+](=O)[O-])cn2)o1,-1,-17,-3,-1.5,4,-6,-50,0,5
Cc1cc(NC(=NC2CC2)c2ccccc2)n(-c2ccccc2)n1,-2,-5,0,0.2,2,9,7,2,9
CCOc1ccccc1C1CC(c2ccccc2)Nc2nc(N)nn21 (configuration not stated),1,7,-4,-0.7,8,-2,4,1,2
Cc1[nH]c2ccccc2c1CN1CCC(Cc2ccccc2)CC1,-4,-11,13,-1.9,7,15,-29,-4,15

# Next records:
SMILES,RBBP9 inhibitor,NPY-Y2 PAM-ag,Ba/F3 V617F tox,S1P4 agonist,BaF3 tox,S1P4 antag,NPY1 pot ag,Runt-CBFb FRET,NPY Y1 blocker
O=C(NCCOc1ccccc1F)c1ccccc1SCc1ccc(F)cc1,-3,5,0,-0.1,0,11,-3,-2,5
COC(=O)c1ccc(C(=O)OC)c(NC(=O)Nc2ccc3c(c2)OCO3)c1,-1,-3,-2,3.3,2,2,-32,4,-5
CCC(NC(=O)OC(C)(C)C)C(=O)Oc1ccc2c3c(c(=O)oc2c1)CCC3 (configuration not stated),-2,-15,-2,0.7,1,-17,-11,18,15
CCN(CC)S(=O)(=O)c1cc(OC)c(Cl)cc1Cl,-1,2,-5,0.7,-1,-5,32,1,11
COC(=O)c1ccccc1NC(=O)C1CCN(C(=O)c2ccc(OC)cc2)CC1,-3,-23,1,0.6,1,-7,-1,-1,11
COC(=O)c1ccc(N2C(=O)CC(N3CCOCC3)C2=O)cc1 (configuration not stated),-5,4,-3,3.9,-2,-6,0,0,-4
C(#CCN1CCOCC1)COCCCOC(c1ccccc1)c1ccccc1,-6,-16,-1,-1.6,2,9,-16,-3,6
CCn1cc(CNC(=O)c2ccc(C)s2)cn1,-8,-18,1,1.4,4,2,3,-2,7
O=C(Nn1cnc2ccccc2c1=O)c1ccc([N+](=O)[O-])cc1,-4,-6,-1,1.7,0,-15,17,3,0
